Compound activity (PubChem)
HCV NS3 hel inh – inhibitors of HCV NS3 helicase, primary screen, biochemical, Cy5 molecular beacon fluorescence. AID 1800, 2009. hit rate 0.56% among 290,000. Hepatitis C virus NS3 helicase. NS3 helicase DNA unwinding. inhibition, % at 10.9 µM;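 active = inhibition above the mean of all tested compounds plus 3 SD, set per campaign, cut at about 35% in these data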;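 also: 0% = DMSO wells and 100% = thioflavine S control wells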
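assay system = NS3 helicase fragment of HCV | buffer or medium = MOPS pH 6.5, MgCl2, DTT, Tween20, BSA | timing = 60 min unwinding reaction at 25 °C after ATP addition | signal = Cy5 beacon fluorescence read at start and 1 h | read-out basis = % inhibition of unwinding | control set = low DMSO, high thioflavine S at 110 µM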
MEKK3 PB1 HTS – modulators of MEKK3-MEK5 PB1 binding, primary screen, biochemical, wildtype MEKK3, multiplex bead flow cytometry, Alexa488-MEK5; Mitogen-activated protein kinase kinase kinase 3 (Homo sapiens), Q99759; bead-based flow cytometry, Alexa488-MEK5 binding to MEKK3; actives lie on both sides; 0 = blocked by unlabeled MEK5, 100 = vehicle; binding response (% of control), % at 10 µM; hit rate 1.4% among 290,000;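 active = binding response more than 3 SD above or below the average of its plate-row segment, actives on both sides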;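 also: Alexa488 bead fluorescence after subtracting the streptavidin-only scavenger bead signal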
Target sequence (Q99759 whole entry, looked up): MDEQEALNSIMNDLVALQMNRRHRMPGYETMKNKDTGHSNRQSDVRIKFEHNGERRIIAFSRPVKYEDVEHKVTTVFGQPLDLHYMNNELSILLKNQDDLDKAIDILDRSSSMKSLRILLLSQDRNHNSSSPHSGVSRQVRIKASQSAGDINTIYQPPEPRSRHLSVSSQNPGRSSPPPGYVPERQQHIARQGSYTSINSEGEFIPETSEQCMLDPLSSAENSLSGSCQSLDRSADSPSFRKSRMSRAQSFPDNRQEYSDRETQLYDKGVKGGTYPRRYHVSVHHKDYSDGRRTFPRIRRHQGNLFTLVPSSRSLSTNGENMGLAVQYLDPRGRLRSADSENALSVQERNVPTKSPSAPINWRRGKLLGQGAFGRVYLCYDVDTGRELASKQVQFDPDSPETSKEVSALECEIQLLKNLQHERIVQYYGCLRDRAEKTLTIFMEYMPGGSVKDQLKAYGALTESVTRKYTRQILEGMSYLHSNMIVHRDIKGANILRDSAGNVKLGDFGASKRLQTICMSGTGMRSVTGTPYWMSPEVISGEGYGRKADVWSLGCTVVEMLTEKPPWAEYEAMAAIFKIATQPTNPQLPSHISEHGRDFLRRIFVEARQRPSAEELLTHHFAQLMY
CRFBP-R2 agonist – agonists of CRF-BP/CRF-R2 complex, primary screen, cell-based, HEK293, calcium dye fluorescence, uHTS | hit rate 0.46% among 350,000 | activation, % at 13.2 µM | CRF-binding protein / CRF receptor 2 complex (human) | calcium dye fluorescence (FLIPR); percent of saturating CRF peptide response;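 active = activation of at least 50%, plus an integration ratio under a set limit after plate pattern correction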;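 also: plate controls were neutral control wells without compound for no effect and CRF at EC100 for full effect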
CRFR2-BP antag – antagonists of CRF-BP/CRF-R2 complex, primary screen, cell-based, HEK293, calcium dye fluorescence, uHTS; CRF-induced calcium fluorescence; inhibition, % at 11.8 µM; hit rate 0.59% among 350,000; AID 588475, 2011;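 active = inhibition of the ligand-induced calcium signal above about 50% at the single tested concentration, limit read from the data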
MEKK2wt PB1 HTS – modulators of MEK5 binding to wildtype MEKK2, primary screen, biochemical, multiplex bead flow cytometry, Alexa488-MEK5; hit rate 1.1% among 290,000; binding response (% of control), % at 10 µM; Mitogen-activated protein kinase kinase kinase 2 (Homo sapiens), Q9Y2U5; AID 1531, 2009; Alexa488-MEK5 binding to MEKK2 WT; actives lie on both sides; in the data active = binding response below about 67% or above about 130%
UBC9 SUMO inh – inhibitors of in vitro SUMOylation cascade, primary screen, biochemical, HTRF, uHTS; SUMO-conjugating enzyme UBC9 (Homo sapiens), P63279; HTRF SUMOylation assay, SAE1/SAE2 + UBC9; inhibition, % at 35 µM; hit rate 0.36% among 290,000; AID 2006, 2009; in the data active = inhibition above about 50%, passing the limit was not always enough; also: strong numbers were not always called active
Target sequence (P63279 whole entry, looked up): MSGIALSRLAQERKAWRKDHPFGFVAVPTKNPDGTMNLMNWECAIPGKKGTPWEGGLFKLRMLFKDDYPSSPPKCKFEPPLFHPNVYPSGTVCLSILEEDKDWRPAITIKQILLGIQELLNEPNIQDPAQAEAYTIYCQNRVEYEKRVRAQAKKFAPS
MEKK2 mut-MEK5 – MEK5 binding signal on mutant MEKK2 PB1, primary screen, biochemical, multiplex bead flow cytometry, Alexa488-MEK5 | hit rate 0.35% among 290,000 | percent response, % at 10 µM | Alexa488-MEK5 binding to MEKK2 mutant; in the data active = percent response above about 24%, passing the limit was not always enough; also: inactives centre near 1; some results filed as inactive read as strong as hits
GalR3 antagonist – GalR3 antagonists in HEK293 cells, primary screen, cell-based, fluorescence readout; Galanin receptor type 3 (Homo sapiens), O60755; HEK293 GalR3-CNG cAMP membrane potential fluorescence; galR3 body fused to GalR1 C-terminus; inhibition, % at 3 µM; hit rate 0.44% among 360,000; AID 651719, 2012;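 active = inhibition above the screen-wide average plus 3 SD, cut at about 13% in these data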;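 also: forskolin and galanin both at EC90 stimulate the cells; cAMP rise reported by CNG channel membrane potential dye signal; 0% = forskolin plus galanin with DMSO and 100% = forskolin alone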
Target sequence (O60755 1-299 limits assumed): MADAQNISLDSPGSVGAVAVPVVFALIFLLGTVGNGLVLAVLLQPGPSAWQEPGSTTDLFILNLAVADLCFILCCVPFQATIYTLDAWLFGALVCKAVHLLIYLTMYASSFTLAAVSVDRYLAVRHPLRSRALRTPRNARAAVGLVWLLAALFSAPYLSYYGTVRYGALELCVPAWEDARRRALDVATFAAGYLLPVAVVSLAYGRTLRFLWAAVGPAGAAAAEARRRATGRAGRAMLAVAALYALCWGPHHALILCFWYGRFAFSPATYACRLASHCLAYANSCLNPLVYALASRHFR
DNA FID counter – compounds displacing fluorescent DNA intercalator, primary screen, artefact control for HCV NS3 helicase inhibitor project, biochemical, FID fluorescence | inhibition, % at 7.9 µM | hit rate 0.17% among 290,000 | AID 1845, 2009 | DNA fluorescent intercalator displacement; in the data active = inhibition above about 37%;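 also: 0% = vehicle and 100% = reference compound; higher means more ethidium bromide displaced from hairpin DNA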
* hit, by the source's call; · = no result given. Not all compounds are listed. The share of hits here may be higher or lower than overall.

SMILES | HCV NS3 hel inh | MEKK3 PB1 HTS | CRFBP-R2 agonist | CRFR2-BP antag | MEKK2wt PB1 HTS | UBC9 SUMO inh | MEKK2 mut-MEK5 | GalR3 antagonist | DNA FID counter
C(=C/c1nccc2c1[nH]c1ccccc12)/c1ccc2c(c1)OCO2 | -16 | 88 | 11 | -43 | 126 | -11 | 15 | -7 | 4
CC(=O)c1cc2c(cc1N(C(=O)c1ccco1)C(C(=O)NC1CCCC1)c1ccccc1F)OCO2 (centres undefined) | 3 | 101 | 0.5 | -3 | 95 | 11 | 1 | -7 | -28
O=C(NC1CCCC1)C1CCCN1C(=O)Oc1ccccc1 (centres undefined) | 0 | 99 | 1.5 | -3 | 98 | 9 | 3 | -4 | -1
CC(C)NS(=O)(=O)c1ccc(OCC(=O)NCc2ccc3c(c2)OCO3)c(Cl)c1 | -15 | 95 | -0.5 | -17 | 96 | 24 | -4 | -3 | -23
O=C(CCC(=O)Nc1ccccc1Cl)NNC(=S)Nc1ccccc1C(F)(F)F | -5 | 103 | 9.5 | -18 | 102 | 14 | 5 | 1 | -15
Cc1ccc([N+](=O)[O-])cc1NC(=O)Cc1ccc(F)cc1 | -10 | 103 | -1.9 | 0 | 98 | -6 | -1 | -4 | 7
Cc1sc2ncn(CC(=O)NCc3ccco3)c(=O)c2c1-c1ccccc1 | 6 | 96 | -1.1 | 19 | 93 | 20 | -5 | -1 | -9
O=C(CN1CCN(c2ccccc2F)CC1)c1c[nH]c2ccccc12 | -13 | · | 1.1 | 0 | · | 3 | · | -2 | 2
O=S(=O)(c1cccc(C(F)(F)F)c1)N1CCC(O)(c2cccnc2)CC1 | 9 | 102 | -0.5 | 0 | 107 | -2 | 2 | -2 | -2
CC(C)c1onc(C(=O)N2CCCCCC2)c1[N+](=O)[O-] | 11 | 101 | 2.0 | 5 | 102 | -13 | -1 | -6 | 1
COc1ccc(NC(=O)CCOc2ccc(C)cc2)c(OC)c1 | 3 | 105 | 0.0 | 5 | 102 | -16 | 0 | -7 | -23
CN1C(C(=O)Nc2ccc(OC(F)(F)F)cc2)=CC(c2cccs2)=NS1(=O)=O | -7 | 100 | -0.7 | -6 | 100 | · | -3 | 1 | 4
Cc1cccc(Nc2nc(N)c([N+](=O)[O-])c(N3CC(C)CC(C)C3)n2)c1 (centres undefined) | -67 | 96 | -0.8 | -49 | 100 | -31 | -2 | -6 | -8
CCCC(=O)Nc1nnc(SCC(=O)N2CCN(c3ccccc3)CC2)s1 | -16 | 100 | -0.5 | 5 | 103 | 28 | 1 | -3 | -6
O=C(Oc1ccccc1N1CCOCC1)c1sccc1Br | 11 | 97 | -1.2 | -7 | 96 | 2 | -3 | -3 | 2
CC(=O)c1ccccc1OCC(O)CN1CCN(CCN2C(=O)c3cccc4cccc(c34)C2=O)CC1 (centres undefined) | -7 | 101 | 0.6 | -5 | 104 | 3 | 5 | -5 | 12
Cc1ccc(CS(=O)(=O)c2nsc(C)c2C#N)cc1 | 3 | 104 | 2.3 | -2 | 98 | 0 | -9 | -1 | -6
O=C(COC(=O)c1cnccn1)c1ccc(Cl)cc1 | 0 | 103 | 0.7 | -8 | 97 | 9 | -2 | -4 | -7
Cc1cc(C)cc(C(=O)N(c2ccccn2)C(C)c2ccco2)c1 (centres undefined) | 2 | 100 | 0.4 | 1 | 101 | 16 | 1 | -3 | -16
C(=C\c1ccccc1)/CN1CCN(Cc2nc(Cc3ccccc3)no2)CC1 | -3 | 98 | -0.7 | 9 | 105 | -4 | -2 | -5 | 2
O=C(Nc1ccc(F)cc1)C1CCCN(c2cnccn2)C1 (centres undefined) | 27 | 104 | 1.4 | 1 | 106 | 17 | 7 | -7 | -18
COc1ccc2c(c1)CC/C(=C\c1ccc(OC)c(Cn3nc(C)cc3C)c1)C2=O | -5 | 80 | 17 | -11 | 83 | -7 | -10 | -8 | -31
CCOC(=O)C1CCCN(C(=O)/C=C/c2cccc([N+](=O)[O-])c2)C1 (centres undefined) | 6 | 104 | -2.1 | 6 | 106 | 21 | 6 | 3 | -12
O=c1[nH]c(CSc2ncnc3sccc23)nc2ccccc12 | 4 | 92 | -0.7 | -4 | 87 | 17 | -18 | -2 | -18
C=CCNC(=O)c1ccc2c(c1)nnn2C | -2 | 118 | -3.3 | 10 | 111 | 20 | 4 | 3 | -1

Record cards, as listed above. Values in the order: HCV NS3 hel inh | MEKK3 PB1 HTS | CRFBP-R2 agonist | CRFR2-BP antag | MEKK2wt PB1 HTS | UBC9 SUMO inh | MEKK2 mut-MEK5 | GalR3 antagonist | DNA FID counter
O=C(CN1CCN(c2ccccc2F)CC1)c1c[nH]c2ccccc12 in the list: -13 | · | 1.1 | 0 | · | 3 | · | -2 | 2
Cc1ccc([N+](=O)[O-])cc1NC(=O)Cc1ccc(F)cc1 in the list: -10 | 103 | -1.9 | 0 | 98 | -6 | -1 | -4 | 7
O=S(=O)(c1cccc(C(F)(F)F)c1)N1CCC(O)(c2cccnc2)CC1 in the list: 9 | 102 | -0.5 | 0 | 107 | -2 | 2 | -2 | -2
CC(=O)c1cc2c(cc1N(C(=O)c1ccco1)C(C(=O)NC1CCCC1)c1ccccc1F)OCO2 (centres undefined) in the list: 3 | 101 | 0.5 | -3 | 95 | 11 | 1 | -7 | -28

Other compounds:
SMILES | HCV NS3 hel inh | MEKK3 PB1 HTS | CRFBP-R2 agonist | CRFR2-BP antag | MEKK2wt PB1 HTS | UBC9 SUMO inh | MEKK2 mut-MEK5 | GalR3 antagonist | DNA FID counter
S=C1NC[C@H](c2ccccc2)N1CC1CCCCC1 | 10 | 107 | -0.5 | -5 | 99 | -9 | 2 | -6 | -23
COc1cc(NC(=O)c2cccnc2SC)cc(OC)c1OC | -4 | 99 | -2.8 | 3 | 96 | 17 | -2 | 0 | -10
O=C(O)/C=C/C(=O)NC1CCCCC1 | -6 | 103 | 4.0 | 13 | 104 | 13 | 2 | 0 | 0
CC(C)CNC(=O)CCc1nc(-c2ccccc2)no1 | -3 | 96 | -2.4 | -2 | 95 | 11 | -2 | 3 | -5
O=C1CC(=O)Nc2cc(S(=O)(=O)Nc3ccc(F)cc3Cl)ccc2N1 | -2 | 102 | 4.5 | -25 | 103 | -1 | 4 | 1 | -6
O=C(CSc1nc(O)c(Cc2ccccc2)c(=O)[nH]1)N1CCOCC1 | 1 | 131* | -1.5 | 12 | 118 | 26 | 31 | -5 | 0
CCCCOC(=O)c1ccc(NC(=O)C(=O)NCC2CCCO2)cc1 (centres undefined) | -4 | 98 | -4.1 | -3 | 100 | 32 | -1 | -4 | -2
COc1ccc(N(CC(=O)Nc2cccc(C)c2C)S(=O)(=O)c2c(C)[nH]c(=O)[nH]c2=O)cc1 | 16 | 111 | 0.2 | 3 | 106 | -5 | 9 | 6 | -36
Cc1ccc(-c2c[n+](CC(=O)c3cccs3)c3n2CCC3)cc1 | -25 | 109 | 0.1 | -8 | 108 | 19 | 10 | -1 | 19
CCN(CC)C(=O)CC(c1ccc(F)cc1)c1ccc(OC)cc1 (centres undefined) | -5 | 93 | 0.1 | -8 | 101 | -4 | 2 | 1 | -26
Cc1cc(Br)cc2c1NC(=O)C2(O)CC(=O)c1ccco1 (centres undefined) | -10 | 100 | 0.8 | -1 | 99 | 11 | -3 | -2 | 1
Cc1ccccc1-c1nnc(SCCOc2ccc3c(C)cc(=O)oc3c2)o1 | -1 | 102 | 0.9 | 0 | 98 | 17 | 3 | 1 | -4
Cc1cc(C)n(CCC(=O)N/N=C/c2ccc(O)cc2)n1 | -2 | 111 | -0.3 | 10 | 125 | -4 | 22 | -8 | -1
CC(=O)Nc1ccc(C(=O)CSc2nnnn2C(C)C)cc1 | -8 | 99 | 0.0 | 0 | 104 | -3 | 4 | 2 | -4
COC(=O)c1ccc(COc2ccc(C=O)cc2)o1 | -3 | 103 | -1.6 | 14 | 106 | 7 | 10 | -10 | -2
Cc1cc(C)cc(NC(=S)N2CCN(c3ncc(C(F)(F)F)cc3Cl)CC2)c1 | -14 | 94 | 0.4 | -10 | 98 | 4 | -4 | -8 | -1
C/C(=N\N=C1\NC(=O)C(CC(=O)Nc2ccccc2F)S1)C1CCCCC1 (centres undefined) | -9 | 101 | -3.8 | -68 | 102 | -10 | 4 | 0 | -45
CCN(Cc1ccccc1)c1ccc(/C=C(\C#N)c2ccccn2)cc1 | -7 | 101 | 8.0 | 1 | 115 | 27 | 6 | 0 | -5
O=C(NCc1ccccn1)C(=O)NCC1OCCN1S(=O)(=O)c1ccc(Cl)cc1 (centres undefined) | 8 | 103 | -7.2 | -19 | 108 | 8 | 8 | -2 | -13
CCOc1ccc(C(=O)NCC(C)CN(C)C)cc1OCC (centres undefined) | 0 | 106 | -1.2 | 12 | 107 | 8 | 4 | -1 | 0
CCC1(CC)C(=O)C2=C3C1[C@H](C(=O)OC)C=C(C(=O)OC)C[C@H]3[C@H]1C(=O)NC(=O)[C@H]1[C@H]2C (some centres undefined) | · | 105 | -0.2 | -1 | 101 | · | 1 | -6 | ·
CCOc1ccccc1-n1c(SCC(=O)N2CCOCC2)nnc1-c1ccccn1 | -4 | 105 | -0.1 | 1 | 104 | 1 | 4 | -5 | -15
COc1ccc(Cl)cc1C(=O)NC1=NCCS1 | -1 | 102 | 2.8 | 14 | 105 | 5 | 2 | -5 | -1
O=C(CCNC(=O)c1ccccc1)OCC(=O)c1cccc(Cl)c1 | 10 | 104 | -0.1 | -11 | 95 | 2 | -2 | -4 | -21
COc1cc(C(=O)NC(=S)Nc2ccc(N3CCCC3)cc2)cc(OC)c1OC | -84 | 104 | -3.5 | 24 | 129 | 22 | 24 | -1 | 7
SMILES | HCV NS3 hel inh | MEKK3 PB1 HTS | CRFBP-R2 agonist | CRFR2-BP antag | MEKK2wt PB1 HTS | UBC9 SUMO inh | MEKK2 mut-MEK5 | GalR3 antagonist | DNA FID counter
Nc1nc2ccccc2n1CCN1CCCC1 | 2 | 108 | 0.4 | -6 | 113 | -3 | 8 | · | 1
CC(C(=O)NC1C=CS(=O)(=O)C1)N1C(=O)/C(=C/c2ccc(Cl)cc2)SC1=S (centres undefined) | 7 | 93 | 0.1 | -20 | 86 | -7 | -13 | 3 | -35
C=CCOc1ccc(/C(O)=C2\C(=O)C(=O)N(CCN(C)C)C2c2cccs2)cc1 (centres undefined) | -8 | 103 | 1.1 | 15 | 107 | 1 | 7 | -2 | -3
COc1ccc(CCNc2cc(C)[nH]c(=O)c2)cc1OC | 0 | 103 | 2.3 | -3 | 108 | 16 | 3 | -7 | -5
COc1c(C)cc(C(=O)C2CCCN(C(=O)c3csc(C)n3)C2)cc1C (centres undefined) | 3 | 98 | -1.6 | 2 | 98 | 4 | 0 | 5 | -43
COc1ccc(C(CNC(=O)/C=C/c2c(Cl)nc3ccccn23)N(C)C)cc1 (centres undefined) | -2 | 105 | 1.4 | 11 | 117 | 3 | 14 | 2 | 9
COc1cnc(-c2ccccn2)nc1Sc1c(Cl)cccc1Cl | -6 | 103 | -1.2 | -14 | 95 | 28 | 1 | -9 | -16
